Pf growth 48h – P. falciparum growth inhibition at 48 hours (one generation); AID 504832; Potency, µM (highest dose often 28.7 µM), without a hit: at the top dose activity change, negative = inhibition, usual class: inhibitors; P. falciparum luciferase growth in erythrocytes, 48 h; 310,000 tested, 5.9% active; also: potency is read from the fitted curve at half-maximal effect; % is scaled to controls: 0 for no effect and ±100 for the full control effect
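A one-generation exposure of luciferase-tagged malaria parasites in RPMI 1640/Albumax erythrocyte culture, 37 C and 5% CO2. Inhibition is inferred from decreased luminescence after adding detection reagent.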
Shiga inhibitor – blocks Shiga toxin action in Vero cells; Vero cells, Shiga toxin protein synthesis inhibition reporter; inhibition, % at 38.7 µM; 290,000 tested, 9.2% active; AID 2315; in the data active = inhibition mostly above about 28%, no sharp cut-off; inactive = mostly below about 43%; also: 0% is about no effect
Tb PYK inh – inhibitors of Trypanosoma brucei pyruvate kinase. 410,000 tested, 0.12% active. TbPYK enzyme, Kinase-Glo Plus ATP luminescence, 45 min. Potency, µM (top dose mostly 76.8 µM), for the others: top-dose activity, negative = inhibition, hits mostly inhibitors; also: potency is read from the fitted curve at half-maximal effect; % is scaled to controls: 0 for no effect and ±100 for the full control effect; nearly all actives have a fitted effect of over 50% in size
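Activity of T. brucei pyruvate kinase was followed by Kinase-Glo Plus luminescence after the enzyme reacted 45 min at room temperature with 130 uM ADP (final) and substrate. Test compounds were added before ADP at multiple concentrations.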
HCV inh – HCV inhibition. Huh7.5.1 HCVcc-Cre infection, luciferase reporter, 44 h. 340,000 tested, 3.4% active. Potency, µM (series often up to 41.8 µM), for inactives: at the top dose activity change, negative = inhibition, most hits filed as inhibitors; also: potency is read from the fitted curve at half-maximal effect; % is scaled to controls: 0 for no effect and ±100 for the full control effect
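Cells seeded at 1,000/well and cultured 4 h, then compounds added followed by HCVcc-Cre virus (~0.5 moi). After 44 h further culture, luciferase substrate was added, plates held 15 min at room temperature, and luminescence read for 15 sec.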
Pf growth 96h – P. falciparum growth inhibition at 96 hour, primary screen for plastid delayed-death inhibitors; P. falciparum luciferase reporter growth, 96 h; Potency, µM (top dose mostly 28.7 µM), for inactives: top-dose activity change, negative = inhibition, hits mostly inhibitors; 320,000 tested, 6.9% active; also: potency is read from the fitted curve at half-maximal effect; % is scaled to controls: 0 for no effect and ±100 for the full control effect
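P. falciparum expressing integrated firefly luciferase, in erythrocytes at 2% hematocrit, 0.05% parasitemia, incubated with compounds 96 h at 37 C, 5% CO2. Growth inhibition read as loss of luminescence; two-generation exposure targets delayed-death apicoplast inhibitors.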
LmPK inh – blocks Leishmania mexicana pyruvate kinase activity; Q27686; purified LmPK, Kinase-Glo ATP luminescence, 1 h; Potency, µM (doses to about 57.5 µM), for the others: top-dose activity change, negative = inhibition, usual class: inhibitors; 290,000 tested, 0.37% active; also: potency is read from the fitted curve at half-maximal effect; % is scaled to controls: 0 for no effect and ±100 for the full control effect
Target sequence (Q27686 whole entry, looked up): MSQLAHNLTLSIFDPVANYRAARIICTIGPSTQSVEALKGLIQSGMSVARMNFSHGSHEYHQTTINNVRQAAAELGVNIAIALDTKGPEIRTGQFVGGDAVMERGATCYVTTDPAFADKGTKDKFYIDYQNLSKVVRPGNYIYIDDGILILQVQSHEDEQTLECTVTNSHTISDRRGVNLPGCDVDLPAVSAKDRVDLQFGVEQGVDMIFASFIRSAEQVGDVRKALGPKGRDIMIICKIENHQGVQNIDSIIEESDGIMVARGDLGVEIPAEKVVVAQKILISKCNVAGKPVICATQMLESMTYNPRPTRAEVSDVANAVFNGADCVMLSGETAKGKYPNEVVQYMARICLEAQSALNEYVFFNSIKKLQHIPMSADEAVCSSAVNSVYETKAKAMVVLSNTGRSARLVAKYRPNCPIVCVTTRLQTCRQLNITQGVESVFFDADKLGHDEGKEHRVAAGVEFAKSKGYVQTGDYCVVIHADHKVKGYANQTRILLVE
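0.1 nM LmPK, 0.5 mM PEP, 0.1 mM ADP; 50 mM imidazole pH 7.2, 7 mM MgCl2, 50 mM KCl; 1 h RT. Kinase-Glo luminescence readout, normalized to no-enzyme (full inhibition) and uninhibited wells.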
Cycloheximide cs – affects cycloheximide protein synthesis inhibition readout, counter-screen | cell reporter, cycloheximide protein synthesis inhibition counterscreen | max response, % | 300,000 tested, 12% active | AID 2314; in the data active = max response mostly above about 13%, no sharp cut-off; inactive = mostly below about 14%; also: read at 38.3 µM for the half of the compounds with a filed dose; 0% is about no effect
* = called active by the depositor; ? = inconclusive; / = not tested or not shown; & = joins results of further samples; [ ] = another dose, or the depositor's remark. Unless noted, calls follow the shape of the dose curve; as a rule, active = well fitted curve in the direction sought with a large enough effect; inconclusive = small, poorly fitted or top-dose-only effect, or another doubt; inactive = no such curve, though single readings can be large; an effect the other way counts as inactive or inconclusive.

Fields – Pf growth 48h, Shiga inhibitor, Tb PYK inh, HCV inh, Pf growth 96h, LmPK inh, Cycloheximide cs
> Cc1csc(C(=O)NN)c1N(C)C
    1.6%, 73.9*, 0.7%, 2.2%, 1.2%, -5.4%, 32.3*
> COc1cccc(/C=N/NC(=O)C(=O)N/N=C/c2cccc(OC)c2O)c1O
    0.0%, -8.7, 2.1%, -13.7%, 0.1%, -1.6%, 8.6
> c1coc(CNc2ncnc3ccccc23)c1
    19.3%, -6.5, 0.4%, 3.55µM*, ?, -0.7%, -1.4
> CC(Sc1nnc(-c2ccco2)o1)C(=O)NCCC1=CCCCC1 (stereo unspecified)
    ?, -4.4, -16.1%, 0.0%, ?, -1.7%, -1.3
> O=C(Nc1ccc(CN2CCS(=O)(=O)CC2)cc1)c1ccc(C(F)(F)F)cc1
    ?, 16.5, 5.2%, 5.62µM*, ?, 7.0%, 2.1
> CSc1nsc(NC(=O)Cc2ccccc2)n1
    72.1%[activator], 86.2*, 12.5%, ?, 23.8%, -1.4%, 46.5*
> CCN1C(=O)CSc2ccc(C(=O)NC3CCCCC3)cc21
    4.9%, 16.2, 5.5%, ?, ?, 6.9%, -0.9
> Cc1cc(C)n(CCC(=O)N2CCN(S(=O)(=O)c3ccc(C)c(C)c3)CC2)n1
    -12.5%, -6.7, -8.8%, 0.0%, -4.3%, -4.0%, -4.8
> CCOC(=O)C1(Cc2ccc(Cl)cc2)CCN(C(=O)CCc2cnccn2)CC1
    ?, 14.2, -2.4%, -5.4%, ?, 2.5%, -2.3
> O=C(CCC(=O)c1ccc(F)cc1)Nc1cccnc1
    41.1%[activator], -1.7, 0.2%, 9.4%, -100.8%, -1.1%, -0.8
> CC(=O)OC1c2c(ccc3ccc(=O)oc23)OC(C)(C)C1OC(=O)CC(C)C (stereo unspecified)
    0.4%, -20.2, -15.1%, 1.0%, ?, 5.9%, -5.4
> COc1ccccc1CNS(=O)(=O)c1cccs1
    36.9%[activator], 1.3, -5.1%, 7.4%, ?, 3.1%, 3.3
> O=C(NCc1ccccc1)C1CC(=O)N(c2ccc(OCC(=O)N3CCCC3)cc2)C1 (stereo unspecified)
    13.9%, 13.7, -6.6%, -9.2%, -3.8%, -1.4%, -0.8
> COc1ccc(C2NC(=O)CS2)cc1 (stereo unspecified)
    -12.2%, 14.4, 1.1%, 4.7%, -11.9%, 2.4%, -1.4
> COc1ccc(NC(=O)Nc2nnc(-c3cccs3)s2)cc1
    -7.8%, 61.2*, 7.9%, 5.5%, 54.8%[activator], -10.6%, 24.9*
> CCCn1c(N)c(C(=O)CSc2nc(C)cs2)c(=O)n(C)c1=O
    -21.1%, 9.4, 0.1%, ?, 9.28µM*, -7.6%, 23.5*
> Clc1ccc(-n2nnnc2SCc2cn3ccccc3n2)cc1
    /, -7.3, -8.0%, -4.6%, ?, -8.0%, 1.1
> Cc1ccc2[nH]c(=O)c(CN(Cc3ccc4c(c3)OCO4)Cc3nnnn3Cc3ccco3)cc2c1
    ?, -14.3, 9.1%, ?, /, 3.8%, -2.9
> c1ccc(COc2ccc(Oc3nc(N4CCCCC4)nc(N4CCOCC4)n3)nn2)cc1
    -26.8%, -6.2, 1.2%, 3.6%, ?, 2.0%, -3.5
> CN(c1ccccc1)S(=O)(=O)c1cccc(NC(=O)Cc2c(F)cccc2Cl)c1
    -25.5%, -0.3, 36.4%, 8.91µM*, 14.7µM*, -0.4%, 10.4
> CCOc1ccc2nc(NC(=O)c3ccc(S(=O)(=O)N4CCOCC4)cc3)sc2c1
    -15.6%, -10.3, 2.2%, 15.5%, 31.3%[activator], 4.9%, -1.2
> c1ccn2cc(C34CC5CC(CC(C5)C3)C4)nc2c1
    ?, 63.7, 4.3%, -29.1%, -11.8%, -0.8%, 15.3
> C[C@@H](NC(=O)c1cc2c([nH]c3ccccc32)c(-c2ccccc2)n1)C(=O)O
    1.4%[0.00184 µM], -1.7, 0.0%, -13.9%, ?, -0.1%, -1.9
> COc1ccc(COc2cc(-c3cccc(OC)c3)nc3ccc(NC(=O)c4cccnc4)cc23)cc1
    2.94µM*, -6.5&2.0, -4.9%, ?, 2.33µM*, 0.7%, 2.3&-1.1
> Cc1ccc(C(=O)NCc2nnc(SCC(=O)Nc3ccccc3)n2C)cc1
    32.3%[activator], 10.4, -6.4%, ?, 3.3%, -1.1%, 8.9
> Cc1cc(F)ccc1NC(=O)CCc1ccc(S(=O)(=O)N2CCOCC2)cc1
    ?, /, 2.1%, -0.3%, ?, /, /
> CNS(=O)(=O)c1ccc(-c2ccc(C=C3C(=O)NC(=O)NC3=O)o2)cc1
    37.7%[activator], -3.3, ?, 10.4%, 70.9%[activator], -7.4%, -2.6
> N#Cc1c(-c2ccccc2F)cc(C2CC2)nc1SCC(=O)c1cccs1
    ?, -12.1, 1.0%, -23.1%, ?, -0.5%, 12.9*
> C/C(=N/NC(=O)c1ccco1)c1ccc(NC(=O)c2ccc(Br)o2)cc1
    -2.0%, 95.8*, -4.7%, ?, 18.7%, -4.1%, 61.6*
> Cc1cccc(NC(=S)N2CCn3cccc3C2c2cccnc2)c1 (stereo unspecified)
    ?, -4.5, -5.9%, -2.0%, ?, 4.9%, 0.8
> On1cnnc1-c1ccccc1
    22.0%, -7.7, 34.3%[activator], 0.3%, /, -3.2%, 1.2
> CCCCCNc1nc(NCCCO)c(C#N)c2c1CN(C)CC2
    /, -2.7, -5.0%, ?, 11.7µM*, 3.1%, -2.1
> Cn1cc(C(=O)NS(=O)(=O)Nc2ccc(Br)cc2)c2ccccc21
    -7.6%, -5.3, 0.0%, 12.1%, ?, -0.9%, 7.0
> COc1ccc(CC(=O)OC(C)CN2CCCCC2)cc1 (stereo unspecified)
    9.2%, 28.0, 4.1%, 14.1%, 51.7%[activator], -8.1%, -6.0
> CC(NCc1ccccc1)c1ccccc1O (stereo unspecified)
    1.65µM*, -1.6, -5.8%, 9.1%, 10.4µM*, -10.7%, -3.2
> Cc1nc(CC(=O)Nc2nccs2)cs1
    38.8%[activator], -15.6, -1.6%, 34.5%[activator], 31.8%[activator], 3.1%, -1.8
> COc1cnc(-c2ccccc2)[nH]c1=O
    -13.4%, -6.6, 3.6%, 8.8%, 12.0%, -4.4%, 16.4
> CC(NC(=O)/C(C#N)=C/c1ccc(OCC(=O)O)cc1)c1ccccc1 (stereo unspecified)
    13.0%, 7.3, -4.2%, 14.3%, ?, -1.6%, -1.0
> C=CCNc1nc(N)c(C(=C(C#N)C#N)c2ccc(Br)cc2)s1
    ?, -5.6, -17.3%, ?, ?, 6.1%, -3.4
> CC(C)(C)C(=O)OCc1nc(-c2ccc(F)cc2)cs1
    139.2%[activator], 92.3*, -0.8%, -15.9%, -3.1%, -5.5%, 41.6*
> O=C(c1ccc(CS(=O)c2cccc(Cl)c2)o1)N1CCOCC1 (stereo unspecified)
    18.4%, -5.6, 5.8%, 17.1%, ?, -11.8%, -12.1
> COc1cc(C(=O)N2CCC(n3cnc4cc(F)ccc43)CC2)cc(OC)c1OC
    -14.4%, -2.6, -1.8%, -8.8%, ?, -1.5%, -3.3
> CC(=NCc1ccco1)c1c(O)n(-c2ccccc2C)c(=O)[nH]c1=O
    -12.2%, 66.5, -3.3%, 19.7%, 3.2%, 2.8%, 6.0
> CSCCC1NC2(C(=O)Nc3ccc(Cl)cc32)[C@@H]2C(=O)N(C3CCCC3)C(=O)[C@H]12 (stereo partly specified)
    ?, -15.0, 3.6%, -17.6%, 11.7µM*, 0.4%, -3.8
> Oc1cc2c(cc1C(c1ccc(Br)cc1)N1CCCC1)OCO2 (stereo unspecified)
    -16.4%, -1.6, 9.0%, -25.9%, -13.6%, -3.2%, 0.5
> Cc1cccc(C(=O)N2CCCC(c3nc(-c4ccc(F)cc4)no3)C2)c1 (stereo unspecified)
    -1.8%, 18.0, 3.1%, 12.6µM*, ?, 4.6%, -0.9
> CCOc1ccccc1Nc1nnc(C)c(=O)[nH]1
    4.7%, -16.4, 6.8%, -0.9%, -2.4%, 7.2%, -2.2
> CN(C(=O)C1CCC(CNS(=O)(=O)c2cccc3cccnc23)CC1)C1CCCCC1 (stereo unspecified)
    ?, -2.1, -2.3%, ?, ?, -0.9%, 2.1
> CCOc1ncccc1C(=O)Nc1ccc(Cl)cc1
    9.2%, 18.9, ?, ?, 0.0%, 1.9%, 7.5
> O=c1c2[nH]c3ccc(Br)cc3c2ncn1CCCn1ccnc1
    -15.7%, -2.7, 1.3%, -11.6%, ?, 2.8%, 4.5
> O=C(O)CSCC(=O)N1CCN(c2cc(C(F)(F)F)nc3ccccc23)CC1
    -1.8%, -4.3, 2.6%, 17.9%, 4.5%, 4.6%, -2.8
> CN(C)c1ncc(CN2CCC(C(=O)Nc3ccc(-n4cccn4)cc3)CC2)s1
    2.62µM*, -11.4, 7.3%, 13.6%, 17.3%, -4.2%, -1.3
> CCOC(=O)c1sc(NC(=O)CSc2nc(C)cc(C)c2C#N)c(C#N)c1C
    0.6%, -7.2, -0.4%, -0.4%, 17.2%, 2.9%, 1.0
> O=C(O/N=C(/c1ccccc1)c1ccncc1)c1ccccc1[N+](=O)[O-]
    -1.6%, 18.6, 5.5%, 2.2%, 8.4%, -1.6%, -3.5
> Cc1cc(C)nc(NN2C(=O)C=CC2=O)n1
    /, 17.7, -17.1%, 21.6%, 3.3%, -3.8%, 5.0
> CCC(=O)Nc1ccc(C(=O)OCC(=O)c2ccc(C)c([N+](=O)[O-])c2)cc1
    1.5%, -15.6, -0.7%, -6.6%, ?, 2.2%, -2.5

Some of these compounds in order of SMILES length, descending:
Fields – Pf growth 48h, Shiga inhibitor, Tb PYK inh, HCV inh, Pf growth 96h, LmPK inh, Cycloheximide cs
> CCC(=O)Nc1ccc(C(=O)OCC(=O)c2ccc(C)c([N+](=O)[O-])c2)cc1
    1.5%, -15.6, -0.7%, -6.6%, ?, 2.2%, -2.5
> CN(C(=O)C1CCC(CNS(=O)(=O)c2cccc3cccnc23)CC1)C1CCCCC1 (stereo unspecified)
    ?, -2.1, -2.3%, ?, ?, -0.9%, 2.1
> CN(C)c1ncc(CN2CCC(C(=O)Nc3ccc(-n4cccn4)cc3)CC2)s1
    2.62µM*, -11.4, 7.3%, 13.6%, 17.3%, -4.2%, -1.3
> CCOC(=O)c1sc(NC(=O)CSc2nc(C)cc(C)c2C#N)c(C#N)c1C
    0.6%, -7.2, -0.4%, -0.4%, 17.2%, 2.9%, 1.0
> Cc1cccc(C(=O)N2CCCC(c3nc(-c4ccc(F)cc4)no3)C2)c1 (stereo unspecified)
    -1.8%, 18.0, 3.1%, 12.6µM*, ?, 4.6%, -0.9
> O=c1c2[nH]c3ccc(Br)cc3c2ncn1CCCn1ccnc1
    -15.7%, -2.7, 1.3%, -11.6%, ?, 2.8%, 4.5
> CCOc1ccccc1Nc1nnc(C)c(=O)[nH]1
    4.7%, -16.4, 6.8%, -0.9%, -2.4%, 7.2%, -2.2
> CCOc1ncccc1C(=O)Nc1ccc(Cl)cc1
    9.2%, 18.9, ?, ?, 0.0%, 1.9%, 7.5

Screening data (PubChem BioAssay)

An unsorted share of the library; overall some 24% were active at least once.
